NR2E3 ag-1 = human photoreceptor-specific nuclear receptor agonism; CHO-S Gal4-NCOR/VP16-NR2E3 two-hybrid, luciferase; 360,000 compounds, 0.35% hits; Q9Y5X4; inhibition of corepressor binding, % at 3.98 µM; AID 602229;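 active = inhibition above the mean of all tested compounds plus 3 SD, cut at about 70% in these data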;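 note: 0% = DMSO with NR2E3 transfected cells and 100% = cells lacking NR2E3 construct; higher means lower luciferase signal from less NR2E3 corepressor binding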
Target sequence (Q9Y5X4 whole entry, looked up, the tested form may be a part): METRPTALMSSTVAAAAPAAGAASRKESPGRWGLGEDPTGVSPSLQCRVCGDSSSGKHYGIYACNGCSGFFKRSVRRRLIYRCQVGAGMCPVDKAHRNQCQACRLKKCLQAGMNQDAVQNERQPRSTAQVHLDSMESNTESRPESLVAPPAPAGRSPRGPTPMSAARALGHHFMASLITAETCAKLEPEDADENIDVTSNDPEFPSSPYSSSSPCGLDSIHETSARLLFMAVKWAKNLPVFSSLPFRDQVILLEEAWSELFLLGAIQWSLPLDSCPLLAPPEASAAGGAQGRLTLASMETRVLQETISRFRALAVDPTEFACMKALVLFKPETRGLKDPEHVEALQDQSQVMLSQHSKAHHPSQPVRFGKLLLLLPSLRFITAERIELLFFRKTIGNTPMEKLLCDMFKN
MITF TRPM1 inh = reduces MITF-dependent TRPM1 promoter luciferase signal. SK-MEL-5 TRPM1 promoter luciferase, 24 h. inhibition, % at 12.5 µM. 330,000 compounds, 0.83% hits;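 active = mean inhibition across replicates of 60% or more, whatever share of single replicates reaches that level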; note: values of inactives mirror those of a sister screen read the other way
Peg3 prom inh = reduces Peg3 promoter-driven luciferase expression in HeLa; HeLa PEG-Prom luciferase reporter, luminescence, overnight; inhibition, % at 20 µM; 360,000 compounds, 1.7% hits;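 active = inhibition of at least 50% at 20 µM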
CaV13 ICDI inh = Disruptors of the CACNA1D IQ motif to Ca2+-dependent inactivation inhibitor domain association, primary screening, Förster resonance energy transfer in intact living …; 340,000 compounds, 0.098% hits; inhibition, % at 12.3 µM; HEK cells, CFP/YFP FRET ICDI-IQ, plate reader, 10 min; percent FRET-ratio fall versus neutral wells; AID 743397;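 active = mean replicate inhibition of at least 30% and at least 1% of replicates passing that level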;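 note: 0% = median of the neutral control wells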
NR2E3 ag-2 = NR2E3 (human) agonism. Q9Y5X4. GST-NR2E3/biotin-RetCOR TR-FRET, 1536-well. inhibition of corepressor binding, % at 4.78 µM. 320,000 compounds, 0.12% hits. AID 2300;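 active = percent inhibition above the cutoff of mean plus 3 SD of all tested compounds, set per screening campaign, cut at about 20% in these data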;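 note: 0% = DMSO wells and 100% = biotin wells as full block of FRET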
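Material: NR2E3–RetCOR corepressor complex | Quantity: 1.35 nM GST-tagged NR2E3 final | Schedule: 5 h at 4 °C | Replication: Singlicate compound wells | Reagent: RetCOR corepressor, biotinylated, 7 nM | Controls: Biotin wells as high control, 0.6% DMSO wells as low control | Signal: TR-FRET, Eu(K)-anti-GST donor, streptavidin-D2 acceptor, ex 340, em 617/671 nm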
HIF-2a block = blocks HIF-2a reporter activity | inhibition, % at 18.8 µM | AID 624352 | 360,000 compounds, 0.72% hits | 786-0 RCC cells HIF-2a reporter, luciferase luminescence, overnight;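 active = inhibition of the luminescence signal of 40% or more relative to plate controls, in a single-dose primary screen at 18.75 µM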
PDI turbidity = inhibitors of human protein disulfide isomerase; 350,000 compounds, 0.052% hits; AID 588391; PDI insulin aggregation turbidity, A650, 90 min; P07237; inhibition, % at 10 µM;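 active = mean inhibition across replicates of 30% or more, whatever share of single replicates reach that level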;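 note: absorbance from insulin aggregation driven by PDI reduction with DTT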
Shn3 3UTR inh = Schnurri-3 reporter inhibition in Clone20 osteoblasts | 360,000 compounds, 0.52% hits | inhibition, % at 12.5 µM | Clone20 osteoblast Shn3 3'UTR firefly luciferase, 24 h;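 active = mean inhibition of at least 75% with every replicate also reaching 75%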;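 note: 0% = median of neutral control wells and 100% = pilot-screen positive control compound; some compounds past the cut are filed as inactive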
m5-HT2A agonist = mouse HTR2A agonism via beta-arrestin recruitment. P35363. CHO-K1 mHTR2A beta-arrestin complementation, luminescence; percent of 30 µM serotonin response. activation, % at 7.6 µM. 360,000 compounds, 0.66% hits;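 active = activation above a run cutoff, the mean activation of all tested compounds plus 3 SD, cut at about 14% in these data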;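 note: 0% = plate median of compound wells and 100% = 30 µM serotonin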
Target sequence (P35363 whole entry, looked up): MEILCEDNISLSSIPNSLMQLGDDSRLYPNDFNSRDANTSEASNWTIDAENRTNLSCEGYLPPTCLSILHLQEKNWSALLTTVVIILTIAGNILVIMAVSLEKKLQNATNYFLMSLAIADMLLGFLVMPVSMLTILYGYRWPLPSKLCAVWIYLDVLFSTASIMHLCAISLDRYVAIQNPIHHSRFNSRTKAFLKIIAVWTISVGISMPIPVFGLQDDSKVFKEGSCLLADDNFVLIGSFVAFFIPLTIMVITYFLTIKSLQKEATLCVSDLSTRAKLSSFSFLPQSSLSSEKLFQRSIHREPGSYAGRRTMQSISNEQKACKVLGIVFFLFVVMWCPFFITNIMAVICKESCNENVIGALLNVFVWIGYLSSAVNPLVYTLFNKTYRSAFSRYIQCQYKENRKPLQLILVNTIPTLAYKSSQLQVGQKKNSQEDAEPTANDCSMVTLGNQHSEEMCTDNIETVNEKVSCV
hiPSC survival = hiPSC single-cell survival enhancement. ATPlite luminescence; 100% = ROCK inhibitor wells, 0% = DMSO. survival enhancement, % at 20 µM. 360,000 compounds, 0.044% hits; in the data active = survival enhancement above about 18%;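 note: cells exposed to compounds for 16 hours before the ATP read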
Cardio protect = modulators protecting cardiomyocytes from myocardial damage. 360,000 compounds, 0.63% hits. protection from H2O2 cell death, % at 20 µM. AID 588492. H9c2 cardiomyocytes, H2O2 injury protection, ATPLite, 2 h;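 active = compounds giving at least 50% protection of heart cells from peroxide-induced death in the single-dose screen, raw or plate-pattern-corrected value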;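 note: 0% = DMSO wells with peroxide and 100% = DMSO wells without peroxide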
An asterisk follows results filed as active; . = no result given.

SMILES	NR2E3 ag-1	MITF TRPM1 inh	Peg3 prom inh	CaV13 ICDI inh	NR2E3 ag-2	HIF-2a block	PDI turbidity	Shn3 3UTR inh	m5-HT2A agonist	hiPSC survival	Cardio protect
COc1ccc(Cn2c(C)nc3ccc([N+](=O)[O-])cc3c2=O)cc1	2	12	15	-3	7	6	-2	25	0	1.7	-9
CC1(C)OC(=O)N(CCC(=O)Nc2cccc(F)c2)C1(C)O (stereo not given)	12	3	19	-17	-1	14	-1	-16	0	-0.2	2
CC(C)C(=O)N1CCN(c2ccccc2NC(=S)NC(=O)c2ccco2)CC1	-16	7	17	-6	-3	6	-4	9	5	0.0	18
c1ccc(NCc2ccncc2)cc1	2	.	-15	-5	-2	3	7	-112	2	2.8	0
COc1ccc(F)c(CN2CCN(CCc3ccccc3)C(CCO)C2)c1 (stereo not given)	-1	1	18	-20	2	17	25	3	-6	0.4	-4
Cn1c(=O)c(=O)n(C)c2cc(S(=O)(=O)N3CCC(Cc4ccccc4)CC3)ccc21	0	1	27	-3	-5	14	9	2	-1	2.8	-3
COc1ccc(CCN2C(=O)C(Oc3ccccc3C)C2c2ccc3c(c2)OCO3)cc1 (stereo not given)	-7	2	42	-4	3	22	-1	16	5	-0.2	-4
Cc1ccc(OCCOc2ccc(Cl)cc2Cl)c([N+](=O)[O-])n1	-63	-61	-246	3	4	-178	0	0	4	1.9	-14
CCn1c(=O)c(CCC(=O)N2CCN(c3ccccn3)CC2)c(C)c2c(C)nn(-c3cccc(C)c3)c21	2	35	43	-7	-1	-4	-8	10	2	-0.6	18
COc1cc(/C=C2/SC(=S)N(CC(=O)NNC(=O)c3ccc(F)cc3)C2=O)cc(OC)c1OC	-1	.	18	-17	.	11	15	10	4	-0.4	5
COc1ccc(-c2csc3nc[nH]c(=O)c23)cc1OC	10	-9	7	-20	-1	10	4	4	2	0.0	0
COc1ccc(N2CCN(C(=O)c3ccc(CNS(=O)(=O)c4cc(C)ccc4C)cc3)CC2)cc1	29	8	1	-10	.	9	11	28	25*	0.2	-4
Cc1nn(C)cc1NC(=O)c1nn(C)cc1[N+](=O)[O-]	21	25	1	-5	-3	16	-11	-5	1	-0.7	3
O=C(Cc1cccc(NC(=O)C2CCCN(C(=O)C3CCCCC3)C2)c1)Nc1ccc(C(=O)N2CCCCC2)cc1 (stereo not given)	0	5	-21	-9	.	-2	-5	2	0	2.1	-5
CCc1ccccc1N1CC(C(=O)N2Cc3ccccc3CC2C(N)=O)CC1=O (stereo not given)	-9	-2	-18	-8	.	-14	-7	6	-4	0.0	2

Ordered by molecular weight (descending): 5 of the compounds above
SMILES	NR2E3 ag-1	MITF TRPM1 inh	Peg3 prom inh	CaV13 ICDI inh	NR2E3 ag-2	HIF-2a block	PDI turbidity	Shn3 3UTR inh	m5-HT2A agonist	hiPSC survival	Cardio protect
CCn1c(=O)c(CCC(=O)N2CCN(c3ccccn3)CC2)c(C)c2c(C)nn(-c3cccc(C)c3)c21	2	35	43	-7	-1	-4	-8	10	2	-0.6	18
COc1ccc(N2CCN(C(=O)c3ccc(CNS(=O)(=O)c4cc(C)ccc4C)cc3)CC2)cc1	29	8	1	-10	.	9	11	28	25*	0.2	-4
Cn1c(=O)c(=O)n(C)c2cc(S(=O)(=O)N3CCC(Cc4ccccc4)CC3)ccc21	0	1	27	-3	-5	14	9	2	-1	2.8	-3
CC(C)C(=O)N1CCN(c2ccccc2NC(=S)NC(=O)c2ccco2)CC1	-16	7	17	-6	-3	6	-4	9	5	0.0	18
COc1ccc(F)c(CN2CCN(CCc3ccccc3)C(CCO)C2)c1 (stereo not given)	-1	1	18	-20	2	17	25	3	-6	0.4	-4

Next section.
SMILES	NR2E3 ag-1	MITF TRPM1 inh	Peg3 prom inh	CaV13 ICDI inh	NR2E3 ag-2	HIF-2a block	PDI turbidity	Shn3 3UTR inh	m5-HT2A agonist	hiPSC survival	Cardio protect
COCCNC(=S)N1CCc2cc(OC)c(OC)cc2C1c1cccs1 (stereo not given)	-18	-10	11	-2	-2	6	0	-1	-6	-0.6	-3
Cc1cccc2cc(C(c3nnnn3Cc3ccccc3)N3CCN(c4ccccc4)CC3)c(=O)[nH]c12 (stereo not given)	-20	-4	7	.	-5	-16	-8	8	-4	-0.2	11
C=CCn1c(=O)c(C(=O)Nc2cc(C)ccn2)c(O)c2ccccc21	-1	-6	-11	-20	2	-14	0	-26	-5	0.6	-6
O=C(c1ccc2[nH]c(=O)c(=O)[nH]c2c1)N1CCN(c2ccccc2)CC1	5	9	10	-2	2	12	-2	-8	8	-0.5	1
Cc1ccc(C)c(NC(=S)NNC(=O)c2csc(C)c2C)c1	-54	-19	-109	-4	-5	-101	-2	-13	-9	0.3	0
CCc1cccc(NC(=O)c2ccc(CNc3c(N4CCCC4)c(=O)c3=O)cc2)c1	6	4	9	-15	-1	18	-2	-10	-4	-0.3	-3
COc1cccc(C(c2nnnn2Cc2ccc(F)cc2)N2CCC(C(N)=O)CC2)c1OC (stereo not given)	0	8	-10	-2	-1	13	12	0	-2	8.6	1
CCn1c2ccccc2c2cc(C3N=C(N)Nc4nc5ccccc5n43)ccc21 (stereo not given)	-6	2	6	-10	-2	-7	-4	-47	1	-1.2	-3
Cc1ccc(-n2nc3c(n2)/C(=N/O)CC/C3=N\O)cc1	-82	-26	-223	.	-1	-197	-1	-65	3	-2.3	-11
COc1ccc(/C=N/NC(=O)c2nnn(-c3nonc3N)c2C)cc1OC	-55	.	2	-6	.	-15	4	-9	2	-3.0	9
O=C(COC(=O)c1c2ccccc2cc2ccccc12)NCC(F)(F)F	7	-5	-12	-5	-3	4	7	-3	-2	-1.3	-2
CN(Cc1nc(-c2ccc3c(c2)OCO3)no1)CC1(N2CCOCC2)CCCCC1	9	0	-10	-3	-4	-10	-5	4	2	-0.4	-9
COC(=O)c1ccc(Cn2cnc3c(sc4nc(N5CCOCC5)c5c(c43)CCCC5)c2=O)o1	-1	-6	21	.	1	26	-3	.	0	-2.4	-9
CC(C)CNC(=O)COC(=O)C1c2ccccc2Oc2ccccc21	12	36	-3	-3	3	20	23	4	-4	-0.4	-6
CC(C)NC(=O)NC(=O)CN1C(=O)NC2(CCc3ccccc3C2)C1=O (stereo not given)	-13	5	16	-18	0	12	-1	12	-1	-0.5	1

Given with two lines to a compound: four of the compounds above
Fields – NR2E3 ag-1, MITF TRPM1 inh, Peg3 prom inh, CaV13 ICDI inh, NR2E3 ag-2, HIF-2a block, PDI turbidity, Shn3 3UTR inh, m5-HT2A agonist, hiPSC survival, Cardio protect
CN(Cc1nc(-c2ccc3c(c2)OCO3)no1)CC1(N2CCOCC2)CCCCC1
    9, 0, -10, -3, -4, -10, -5, 4, 2, -0.4, -9
COC(=O)c1ccc(Cn2cnc3c(sc4nc(N5CCOCC5)c5c(c43)CCCC5)c2=O)o1
    -1, -6, 21, ., 1, 26, -3, ., 0, -2.4, -9
CC(C)CNC(=O)COC(=O)C1c2ccccc2Oc2ccccc21
    12, 36, -3, -3, 3, 20, 23, 4, -4, -0.4, -6
CC(C)NC(=O)NC(=O)CN1C(=O)NC2(CCc3ccccc3C2)C1=O (stereo not given)
    -13, 5, 16, -18, 0, 12, -1, 12, -1, -0.5, 1

(more compounds)
SMILES	NR2E3 ag-1	MITF TRPM1 inh	Peg3 prom inh	CaV13 ICDI inh	NR2E3 ag-2	HIF-2a block	PDI turbidity	Shn3 3UTR inh	m5-HT2A agonist	hiPSC survival	Cardio protect
COc1ccccc1-n1c(C)cc(/C=C2\C(=N)N3N=C(CC(=O)N4CCOCC4)SC3=NC2=O)c1C	-30	0	12	-12	0	2	-1	-12	-4	0.8	-7
Cc1ccc(C(=O)NNC(=O)c2cccs2)cc1	-41	-85	-157	-20	-4	-182	11	-32	0	-0.3	-8
Cc1ccc(C(=O)N/N=c2\oc3ccccc3cc2C(N)=O)cc1	-20	-2	-23	-6	-4	-22	7	-30	2	-0.7	4
COCC(=O)Nc1nc2n(n1)C(c1ccccc1)CC(c1ccc(OC)cc1)N2 (stereo not given)	-22	3	2	-8	-1	-15	6	-10	3	-1.1	10
O=C(COc1ccc(-n2ccnc2)cc1)Nc1cccc(F)c1	3	-3	-32	-2	-3	-76	0	14	4	0.4	-11
O=[N+]([O-])c1ccc(SCc2ccncc2)nc1	-11	-1	2	-18	2	-11	-11	-8	-5	-0.1	2
CCc1ccc(NC(=O)CS(=O)CC(=O)NCC2OCCc3ccccc32)cc1 (stereo not given)	-24	2	21	-5	5	13	-5	0	-1	1.2	-1
COc1ccccc1CN1CC(C(=O)N(C)CCc2ccccn2)CCC1=O (stereo not given)	-28	.	-1	-8	.	0	4	-10	-9	1.7	6
COc1ccc(N2CCN(C(=O)c3ccc(CS(=O)c4cccc(C)c4)o3)CC2)cc1 (stereo not given)	24	1	28	-6	2	9	3	18	-5	-0.1	6
Cn1nc(-c2ccc(C(=O)N3CCN(CCO)CC3)cc2)c2ccccc2c1=O	15	.	15	-3	-5	18	1	12	-4	6.3	1
CN1CCN(C(c2cccc(Cl)c2)c2ccccc2Cl)CC1 (stereo not given)	7	-5	5	-3	2	12	-8	18	-9	1.1	7
CCOCc1nc(N)[nH]c(=O)c1Cc1ccc(OC(C)C)cc1	12	-2	8	.	1	6	-9	10	3	2.1	-10
Cc1ccc(NC(=O)CSc2nnc(C3COc4ccccc4O3)o2)c(Cl)c1 (stereo not given)	-6	-11	-15	-14	-1	-3	9	-9	-5	-0.5	9
Cc1ccc(Cn2nc(C)c(NC(=O)CCCn3nc([N+](=O)[O-])c(Cl)c3C)c2C)cc1	1	-10	28	-4	-1	6	15	-8	1	-1.1	6
CCOc1cc(S(=O)(=O)NCc2ccccc2)ccc1Br	0	1	8	-7	1	-5	1	13	0	-0.5	-16
CSc1ncccc1C(=O)OCC(=O)c1ccc(Cl)s1	26	.	-8	-14	.	14	-1	-15	-2	-2.9	-2
CC(=O)c1cccc(NC(=O)CC(C)n2ccnc2)c1 (stereo not given)	6	7	1	-19	2	14	7	6	5	0.8	6
O=C(COc1cc(F)ccc1[N+](=O)[O-])N1N=C(c2cccs2)CC1c1ccco1 (stereo not given)	12	-22	-39	-5	6	-46	3	13	-1	-0.6	-16
COCCNC(=O)CN1C(=O)NC2(CCOc3ccccc32)C1=O (stereo not given)	-21	11	-4	-7	0	18	6	-4	5	0.3	6
Cc1cc(C(=O)CSc2nnnn2-c2ccc(Cl)cc2)c(C)n1CC1CCCO1 (stereo not given)	-3	2	6	.	1	8	2	38	-3	1.9	-6

With a hit mark in m5-HT2A agonist, among the entries above:
Molecule	NR2E3 ag-1	MITF TRPM1 inh	Peg3 prom inh	CaV13 ICDI inh	NR2E3 ag-2	HIF-2a block	PDI turbidity	Shn3 3UTR inh	m5-HT2A agonist
COc1ccc(N2CCN(C(=O)c3ccc(CNS(=O)(=O)c4cc(C)ccc4C)cc3)CC2)cc1	29	8	1	-10	.	9	11	28	25*
